AT treatment: potential ataxia-telangiectasia treatment; 0.19% of 320,000 active; AID 485349; Potency, µM (highest dose often 57.5 µM), without a hit: top-dose activation, usual class: activators; […] A-T fibroblasts, KAP-1 phosphorylation AlphaLISA; neocarzinostatin DNA damage 30 min before lysis; further: potency means the concentration at half of the fitted maximal effect; % of control where 0% means no effect; nearly all actives have a fitted effect of over 45% in size
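ATM-like activity read as KAP-1 phosphorylation via AlphaLISA donor/acceptor antibody pairs after lysis and 6 hr at 25C. Cells were ATM-null patient fibroblasts ([…], hTERT), dosed 60 min, then exposed to the DSB inducer NCS for 30 min.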
Integrin act MD: activators of alpha7 integrin expression for muscular dystrophy; alpha7betagal myoblasts, beta-gal FDG fluorescence, 48 h; Potency, µM (top dose mostly 38.3 µM), for inactives: top-dose activation, most hits filed as activators; 0.064% of 350,000 active;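 further: potency means the concentration at half of the fitted maximal effect; 100% = response of the positive control SU9516; nearly all actives have a fitted effect of over 60% in size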
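alpha7betagal+/- myoblasts (passage 13, 250/well) treated 48 h at 37C with compounds at 1:260 dilution of DMSO stock. Lysed, then beta-galactosidase activity read as FDG fluorescence (ex 480/em 540) after 30 min, with pre-read for autofluorescence.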
ASM inhibitor: inhibitors of human secretory acid sphingomyelinase. placental ASM, HMU-PC fluorogenic substrate, 60 min. Potency, µM (highest dose often 57.5 µM), without a hit: top-dose activity change, negative = inhibition, usual class: inhibitors. 0.006% of 340,000 active. AID 504937; further: potency means the concentration at half of the fitted maximal effect
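HMU-PC0 cleavage (9 uM final) by human placental ASM, 60 min at 37 °C following 10 min compound exposure at RT; stopped at pH 10, fluorescence Ex 386/Em 447 nm.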
MLL CXXC-DNA inh: inhibitors of human MLL CXXC domain-DNA interaction; MLL-CXXC / FITC-HOXA9 DNA fluorescence polarization; Potency, µM (doses to about 115 µM), inactives show at the top dose activity change, negative = inhibition, most hits filed as inhibitors; 0.037% of 290,000 active; AID 2662; active means well fitted inhibition curve with a large enough effect in the polarisation, with a control signal flat, not every such curve was filed as active; inconclusive means small, poorly fitted or top-dose-only effect, or effect the other way, or a change in a side signal; inactive means no such curve, though single readings can be large or run the other way; the % refers to the polarisation; further: potency means the concentration at half of the fitted maximal effect
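Steps: dispense CXXC domain solution (7 uM) → pin compounds or unlabeled HOX-A9 DNA control → 5 min ambient → add FLSN-HOX-A9 solution (50 nM) → spin → 30 min ambient → fluorescence polarization. Tris pH 7.5/NaCl/DTT/BSA buffer.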
MBNL1-CUG inh: MBNL1-poly(CUG) RNA binding inhibition | Potency, µM (doses to about 57.5 µM), inactives show at the top dose activity change, negative = inhibition, hits mostly inhibitors | TR-FRET MBNL1-His/biotin-(CUG)12 binding, 665/545 ratio | 0.036% of 280,000 active | Q9NR56; active means well fitted inhibition curve with a large enough effect in the signal ratio, with a control signal flat, not every such curve was filed as active; inconclusive means small, poorly fitted or top-dose-only effect, or effect the other way, or a change in a side signal; inactive means no such curve, though single readings can be large or run the other way; the % refers to the signal ratio; further: potency means the concentration at half of the fitted maximal effect; on the % scale 0 is the no-effect control and ±100 the full control effect
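TR-FRET between His-tagged MBNL1 and biotin-(CUG)12 RNA, detected with Tb anti-His antibody (0.055 ng/ul) and streptavidin-XL665 (5 nM), 60 min at room temperature. Compounds titrated 92 nM to 58 uM; 665/545 nm ratio normalized to buffer and complex controls.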
Mito fusion act: mitochondrial division inhibition or fusion activation | S. cerevisiae fusion-defective mutant growth rescue, CellTiterGlo 48 h | Potency, µM (highest dose often 46.1 µM), inactives show at the top dose growth rescue (activation), hits mostly activators | 0.23% of 320,000 active | AID 485298;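 further: potency means the concentration at half of the fitted maximal effect; % of control where 0% means no effect; nearly all actives have a fitted effect of over 45% in size; temperature-sensitive fusion mutants such as fzo1-1 at 37 °C on non-fermentable ethanol glycerol medium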
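S. cerevisiae fusion-defective temperature-sensitive mutants (e.g. fzo1-1, mgm1-5) grown 48 h at 37C in YPEG (ethanol/glycerol non-fermentable) medium with 23 nl compound per well; growth rescue read as CellTiterGlo luminescence.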
Menin-MLL TR inh: inhibitors of human menin-MLL interaction, mutant MLL peptide; O00255; Menin + Texas Red MLL mutant peptide, fluorescence polarization; Potency, µM (titrated, usually from 61.6 µM), inactives show top-dose FP activity change, negative = inhibition, hits mostly inhibitors; 0.23% of 270,000 active; AID 1768; active means well fitted inhibition curve with a large enough effect in the polarisation, with a control signal flat, not every such curve was filed as active; inconclusive means small, poorly fitted or top-dose-only effect, or effect the other way, or a change in a side signal; inactive means no such curve, though single readings can be large or run the other way; the % refers to the polarisation; further: potency means the concentration at half of the fitted maximal effect; % of control where 0% means no effect; many of its hits are not listed in these tables
TCR activator: T cell receptor activation. primary human leukocytes, anti-CD3, IL-2 HTRF, 48 h. Potency, µM (titrated, usually from 9.22 µM), inactives show at the top dose activation of IL-2 secretion, hits mostly activators. 330,000 tested, under 10 active; further: % of control where 0% means no effect
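1) Mix primary human leukocytes, a-CD3 beads and compound. 2) Incubate 48 hr. 3) Add HTRF IL-2 reagents (a-IL-2-K, a-IL-2-d2).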
TSG101-PTAP inh: blocks PTAP/TSG101 interaction to inhibit HIV-1 budding; Fluorescence polarization, FITC-PTAP peptide / Tsg101 binding; Potency, µM (series often up to 115 µM), without a hit: at the highest dose activity change, negative = inhibition, most hits filed as inhibitors; 340,000 tested, under 10 active; AID 493005; active means well fitted inhibition curve with a large enough effect in the main read-out, with a control signal flat, not every such curve was filed as active; inconclusive means small, poorly fitted or top-dose-only effect, or effect the other way, or a change in a side signal; inactive means no such curve, though single readings can be large or run the other way; further: potency means the concentration at half of the fitted maximal effect; % of control where 0% means no effect
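Steps: Tsg101 binding domain dispensed (10 uM final), compounds pinned in DMSO, FITC-labeled PTAP-motif peptide added (50 nM final); after 20 min binding at room temperature, polarization measured.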
TSHR antag: human thyrotropin receptor antagonism. P16473. TSHR-expressing cells, TSH-stimulated cAMP HTRF, 2 h; stronger effect = lower value. activity change, negative = inhibition, % at 11.5 µM. 0.2% of 330,000 active;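 active means activity change below a set negative limit, meaning inhibition stronger than a set level, cut at about -70% in these data; inconclusive means activity change between two set negative limits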; further: on the % scale 0 is the no-effect control and ±100 the full control effect
Target sequence (P16473 whole entry, looked up): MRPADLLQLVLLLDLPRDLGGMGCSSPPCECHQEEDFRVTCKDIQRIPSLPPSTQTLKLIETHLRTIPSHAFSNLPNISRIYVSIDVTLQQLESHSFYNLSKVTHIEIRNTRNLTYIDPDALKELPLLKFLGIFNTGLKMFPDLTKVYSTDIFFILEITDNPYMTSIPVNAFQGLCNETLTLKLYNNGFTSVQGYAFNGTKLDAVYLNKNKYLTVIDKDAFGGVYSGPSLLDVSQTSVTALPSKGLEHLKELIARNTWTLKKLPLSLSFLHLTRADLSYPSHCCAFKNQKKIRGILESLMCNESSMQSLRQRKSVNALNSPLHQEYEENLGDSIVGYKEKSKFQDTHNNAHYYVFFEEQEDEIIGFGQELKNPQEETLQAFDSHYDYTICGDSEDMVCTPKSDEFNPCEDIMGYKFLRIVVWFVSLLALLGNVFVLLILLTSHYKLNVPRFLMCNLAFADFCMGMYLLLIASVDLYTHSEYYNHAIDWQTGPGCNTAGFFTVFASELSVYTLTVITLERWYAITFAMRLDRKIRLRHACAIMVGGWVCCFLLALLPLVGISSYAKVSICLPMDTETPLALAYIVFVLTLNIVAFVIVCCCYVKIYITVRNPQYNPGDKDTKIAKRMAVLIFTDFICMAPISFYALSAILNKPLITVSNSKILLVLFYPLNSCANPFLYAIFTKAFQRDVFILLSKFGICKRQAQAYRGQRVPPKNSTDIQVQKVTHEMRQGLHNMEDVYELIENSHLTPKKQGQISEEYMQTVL
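TSHR-expressing cells, 200/well, pre-treated with compound, then stimulated with EC80 TSH (4nM final) for 2 hours at 37 deg C. cAMP measured by competitive HTRF: anti-cAMP cryptate antibody in lysis buffer plus cAMP-d2, read after 30 minutes at room temperature.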
* marks the source's active call; other numbers are inactive results; u = inconclusive; x = no result given; [ ] = another dose, or the depositor's remark. Unless noted, the call rests on the fitted dose curve; in most records, active means well fitted curve in the direction sought with a large enough effect; inconclusive means small, poorly fitted or top-dose-only effect, or another doubt; inactive means no such curve, though single readings can be large; an effect the other way counts as inactive or inconclusive. Only part of the results is shown, so the mix of outcomes need not match the whole.

1: Cc1ccc(C)c(OCC(=O)N/N=C/c2ccsc2)c1
2: Cc1nc(N2CCCC2)c2nnn(Cc3ccccc3Cl)c2n1
3: COc1ccccc1NC(=O)c1ccc(CS(=O)(=O)c2ccc(C)cc2)cc1
4: CC(O)CNC(=S)Nc1ccccc1 (stereo not drawn)
5: CC(=O)Nc1c(C)ccc(CNC(=O)COc2ccc(F)cc2)c1C
6: CN(CC(=O)Nc1cccc(F)c1)C(=O)c1ccc(-c2ccc(Cl)cc2)o1
7: COc1ccc(OC)c(Nc2nc(C3CC3)nc3c2nnn3Cc2ccccc2)c1
8: COc1ccc(N2C(=O)NC(NS(=O)(=O)c3ccccc3)(C(F)(F)F)C2=O)cc1 (stereo not drawn)
9: O=C(COC(=O)CNC(=O)c1ccccc1)NC1CCCCC1
10: Cc1cc(NC(=O)CCN2CCN(C)CC2)ccc1Br

compound no.	1	2	3	4	5	6	7	8	9	10
AT treatment	-2%	-5%	6%	5%	-1%	3%	0%	-5%	4%	3%
Integrin act MD	23%	8%[7.66 µM]	0%	-4%	4%	11µM*	-20%	12%	-16%	-31%
ASM inhibitor	3%	-1%	-3%	5%	2%	-28%	8%	-3%	1%	-2%
MLL CXXC-DNA inh	-12%	6%	14%	8%	5%	6%	4%	0%	x	8%
MBNL1-CUG inh	-11%	-7%	-4%	-10%	-2%	5%	-5%	-17%	x	0%
Mito fusion act	0%	-1%	3%	-8%	-2%	-7%	1%	0%	-2%	-1%
Menin-MLL TR inh	0%	1%	1%	-14%	14%	x	10%	2%	x	0%
TCR activator	1%	x	0%	7%	2%	1%	12%	1%	7%	x
TSG101-PTAP inh	-3%	-13%	2%	-1%	-2%	0%	0%	x	-2%	1%
TSHR antag	-5	-21	29	-24	19	-9	6	3	19	10

11: COCCCn1c(SCC(=O)N2CCc3ccccc32)nnc1-c1ccco1
12: C[C@]1(C(=O)O)C=C[C@@H](Cc2ccccc2)N1C(=O)c1ccccc1
13: O=C(NCCN1CCOCC1)c1cc2cc(Br)ccc2oc1=O
14: C/C(Cc1ccccc1)=N\NC(=O)CNC(=O)c1cccc(Cl)c1
15: COc1cc(NC(=O)c2ncn[nH]2)cc(OC)c1OC
16: CCOC(=O)c1cn2c(C)cccc2n1
17: COCc1ccc(CN2CCCC(C(=O)Nc3ccccc3-c3ccc(OC)cc3)C2)o1 (stereo not drawn)
18: COc1cc(OC)cc(C(=O)N[C@H](C(=O)Nc2c(C)n(C)n(-c3ccccc3)c2=O)C(C)C)c1
19: CC(C)=C(NC(=O)c1ccco1)C(=O)NCCc1nc2ccccc2[nH]1
20: CC(C)(NO)/C(=N/O)c1ccc(Br)cc1
21: Cc1ccnc(NS(=O)(=O)c2ccc(NC(=O)c3cc(-c4ccccc4)nc4ccccc34)cc2)n1

compound no.	11	12	13	14	15	16	17	18	19	20	21
AT treatment	-1%	-2%	x	3%	1%	-2%	-1%	0%	0%	12%	17%
Integrin act MD	-15%	3%	-9%	4%	7%	-12%	-13%	-8%	-2%	-17%	5%
ASM inhibitor	0%	3%	0%	-4%	0%	5%	0%	4%	-5%	-3%	x
MLL CXXC-DNA inh	-12%	-1%	0%	-12%	2%	-13%	0%	x	6%	2%	24%
MBNL1-CUG inh	-2%	-5%	u	x	-16%	5%	-1%	x	-3%	12%	32%[activator]
Mito fusion act	-1%	0%	-4%	-5%	1%	1%	-6%	x	-2%	7%	-5%
Menin-MLL TR inh	0%	8%	2%	x	2%	5%	x	x	-7%	3%	u
TCR activator	-3%[46.1 µM]	-2%	6%	-18%	-3%[46.1 µM]	-2%	-2%	3%	0%	-6%	-7%[46.1 µM]
TSG101-PTAP inh	-5%	1%	-2%	-3%	-2%	-3%	-2%	-5%	-1%	-3%	-2%
TSHR antag	-11	-3	1	2	9	13	18	7	-4	6	-17

Part of the list above in another layout.
nr | canonical_smiles | AT treatment | Integrin act MD | ASM inhibitor | MLL CXXC-DNA inh | MBNL1-CUG inh | Mito fusion act | Menin-MLL TR inh | TCR activator | TSG101-PTAP inh | TSHR antag
7 | COc1ccc(OC)c(Nc2nc(C3CC3)nc3c2nnn3Cc2ccccc2)c1 | 0% | -20% | 8% | 4% | -5% | 1% | 10% | 12% | 0% | 6
8 | COc1ccc(N2C(=O)NC(NS(=O)(=O)c3ccccc3)(C(F)(F)F)C2=O)cc1 (stereo not drawn) | -5% | 12% | -3% | 0% | -17% | 0% | 2% | 1% | x | 3
9 | O=C(COC(=O)CNC(=O)c1ccccc1)NC1CCCCC1 | 4% | -16% | 1% | x | x | -2% | x | 7% | -2% | 19
10 | Cc1cc(NC(=O)CCN2CCN(C)CC2)ccc1Br | 3% | -31% | -2% | 8% | 0% | -1% | 0% | x | 1% | 10
11 | COCCCn1c(SCC(=O)N2CCc3ccccc32)nnc1-c1ccco1 | -1% | -15% | 0% | -12% | -2% | -1% | 0% | -3%[46.1 µM] | -5% | -11
12 | C[C@]1(C(=O)O)C=C[C@@H](Cc2ccccc2)N1C(=O)c1ccccc1 | -2% | 3% | 3% | -1% | -5% | 0% | 8% | -2% | 1% | -3
13 | O=C(NCCN1CCOCC1)c1cc2cc(Br)ccc2oc1=O | x | -9% | 0% | 0% | u | -4% | 2% | 6% | -2% | 1
14 | C/C(Cc1ccccc1)=N\NC(=O)CNC(=O)c1cccc(Cl)c1 | 3% | 4% | -4% | -12% | x | -5% | x | -18% | -3% | 2
15 | COc1cc(NC(=O)c2ncn[nH]2)cc(OC)c1OC | 1% | 7% | 0% | 2% | -16% | 1% | 2% | -3%[46.1 µM] | -2% | 9
16 | CCOC(=O)c1cn2c(C)cccc2n1 | -2% | -12% | 5% | -13% | 5% | 1% | 5% | -2% | -3% | 13
17 | COCc1ccc(CN2CCCC(C(=O)Nc3ccccc3-c3ccc(OC)cc3)C2)o1 (stereo not drawn) | -1% | -13% | 0% | 0% | -1% | -6% | x | -2% | -2% | 18
18 | COc1cc(OC)cc(C(=O)N[C@H](C(=O)Nc2c(C)n(C)n(-c3ccccc3)c2=O)C(C)C)c1 | 0% | -8% | 4% | x | x | x | x | 3% | -5% | 7
19 | CC(C)=C(NC(=O)c1ccco1)C(=O)NCCc1nc2ccccc2[nH]1 | 0% | -2% | -5% | 6% | -3% | -2% | -7% | 0% | -1% | -4

Compound profiles, as listed above. Order of values: AT treatment | Integrin act MD | ASM inhibitor | MLL CXXC-DNA inh | MBNL1-CUG inh | Mito fusion act | Menin-MLL TR inh | TCR activator | TSG101-PTAP inh | TSHR antag
`COCc1ccc(CN2CCCC(C(=O)Nc3ccccc3-c3ccc(OC)cc3)C2)o1` (stereo not drawn) is listed as -1% | -13% | 0% | 0% | -1% | -6% | x | -2% | -2% | 18
`CCOC(=O)c1cn2c(C)cccc2n1` is listed as -2% | -12% | 5% | -13% | 5% | 1% | 5% | -2% | -3% | 13

Source: PubChem
